Screening data from PubChem BioAssay.
ATG4B inhibitor: ATG4B protease inhibitors, primary screen, biochemical, fluorescence, uHTS; inhibition, % at 8.33 µM; Cysteine protease ATG4B (Homo sapiens), Q9Y4P1; ATG4B cleavage of LC3-PLA2, NBD-HPC fluorescence, 1 h; 0.51% of 340,000 active; in the data active means inhibition above about 40%
Gli-Sufu antag: Gli-Sufu pathway antagonists, primary screen, luciferase luminescence, Sufu-KO-LIGHT cells, uHTS; Sufu-KO-LIGHT fibroblasts, Gli luciferase reporter luminescence; inhibition, % at 5 µM; AID 588413, 2011; 0.74% of 340,000 active;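 active means inhibition above about 55%, limit read from the data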;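 further: 0% = DMSO-treated cells and 100% = wells with medium but no cells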
APJ ag: agonists of human apelin receptor APJ, primary screen, CHO-K1 cells, PathHunter beta-arrestin, luminescence; P35414; 0% DMSO wells, 100% apelin; activation, % at 20 µM; 0.11% of 330,000 active;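 active means activation more than six SD over the plate average, tested at 20 µM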;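 further: 0% = DMSO alone and 100% = apelin-13 at 10 nM; some results filed as inactive read as strong as hits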
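Assay system: CHO-K1 APJ beta-arrestin complementation cell line / Compound: single test compound dose, 20 µM final, 1% DMSO / Times: overnight seeding, 90 min compound at 25 °C, 1 h detection / Technique: beta-gal luminescence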
UBC13 inh: UBC13 polyubiquitin chain formation inhibitors, primary screen, biochemical, TR-FRET, uHTS. 0.47% of 330,000 active. Ubiquitin-conjugating enzyme E2 N (Homo sapiens), P61088. AID 485273, 2010. inhibition, % at 20 µM; in the data active means inhibition above about 45%, passing the limit was not always enough
Target sequence (P61088 whole entry, looked up): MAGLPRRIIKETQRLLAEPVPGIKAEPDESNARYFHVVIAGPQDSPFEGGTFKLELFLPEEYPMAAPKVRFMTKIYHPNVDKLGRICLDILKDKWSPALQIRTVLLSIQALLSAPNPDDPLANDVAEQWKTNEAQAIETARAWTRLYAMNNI
CCR6 antag: CCR6 receptor antagonists, primary screen, cell-based, CHO-K1, luminescence, beta-arrestin, uHTS | C-C chemokine receptor type 6 (Homo sapiens), P51684 | CHO-K1 CCR6 PathHunter beta-arrestin, CCL20-stimulated | inhibition, % at 20 µM | 0.49% of 340,000 active;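 active means compounds whose inhibition of the agonist-driven luminescence signal at 20 µM reaches about 50%, limit read from the data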;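 further: cells stimulated with CCL20 at 14 nM final; plate controls were DMSO with CCL20 for no effect and DMSO without agonist for full effect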
CXCR6 inh: CXCR6 receptor inhibitors, primary screen, cell-based, beta-arrestin, luminescence, CHO-K1 PathHunter, 1536-well. 0.36% of 360,000 active. C-X-C chemokine receptor type 6 (Homo sapiens), O00574. inhibition, % at 20 µM; in the data active means inhibition above about 34%, passing the limit was not always enough;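 further: antagonist mode with CXCL16 agonist at 10 nM final; 0% = 10 nM CXCL16 with DMSO and 100% = unstimulated wells without agonist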
Target sequence (O00574 whole entry, looked up): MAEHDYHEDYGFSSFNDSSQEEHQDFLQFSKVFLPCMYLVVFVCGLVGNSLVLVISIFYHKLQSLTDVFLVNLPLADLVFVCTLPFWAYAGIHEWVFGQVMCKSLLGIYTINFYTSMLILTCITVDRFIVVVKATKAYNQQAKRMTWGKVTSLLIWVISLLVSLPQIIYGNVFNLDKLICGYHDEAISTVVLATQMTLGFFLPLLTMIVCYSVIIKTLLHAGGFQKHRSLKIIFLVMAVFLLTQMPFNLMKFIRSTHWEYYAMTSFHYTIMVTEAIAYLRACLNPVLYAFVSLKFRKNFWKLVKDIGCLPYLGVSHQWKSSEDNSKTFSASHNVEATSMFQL
APJ antagonist: antagonists of human apelin receptor APJ, primary screen, CHO-K1 cells, beta-arrestin complementation, luminescence. P35414. inhibition, % at 20 µM. 0.32% of 330,000 active. AID 2521, 2010;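 active means inhibition above about 40% at 20 µM, limit read from the data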;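 further: cells challenged with 10 nM apelin-13 agonist together with compound; plate controls were apelin-13 plus DMSO wells for no effect and DMSO wells lacking apelin-13 for full effect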
EBI2 antag: EBI2 receptor antagonists, beta-arrestin recruitment, primary screen, cell-based, luminescence, 7a,25-OHC stimulation, uHTS. G-protein coupled receptor 183 (Homo sapiens), P32249. inhibition, % at 5 µM. 0.81% of 360,000 active. AID 651636, 2012. 7a,25-OHC stimulated; in the data active means inhibition above about 38%;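 further: enzyme fragment complementation signal reports receptor beta-arrestin coupling in cells; 0% = agonist plus DMSO wells and 100% = wells without agonist; some results beyond the cut were filed as inactive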
Target sequence (P32249 whole entry, looked up, the tested form may be a part): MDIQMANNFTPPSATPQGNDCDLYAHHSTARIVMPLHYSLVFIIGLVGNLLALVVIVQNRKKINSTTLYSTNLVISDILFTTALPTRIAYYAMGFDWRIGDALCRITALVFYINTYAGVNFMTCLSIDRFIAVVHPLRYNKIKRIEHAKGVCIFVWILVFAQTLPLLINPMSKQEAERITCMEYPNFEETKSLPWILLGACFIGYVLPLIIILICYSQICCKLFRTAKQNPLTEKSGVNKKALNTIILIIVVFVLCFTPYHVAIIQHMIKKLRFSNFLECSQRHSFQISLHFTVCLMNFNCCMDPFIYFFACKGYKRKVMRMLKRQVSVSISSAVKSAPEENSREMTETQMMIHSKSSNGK
An asterisk follows results filed as active; / = not tested or not shown.

SMILES	ATG4B inhibitor	Gli-Sufu antag	APJ ag	UBC13 inh	CCR6 antag	CXCR6 inh	APJ antagonist	EBI2 antag
Cc1ccc(-c2csc3ncnc(OCC(=O)NC(=O)NCc4ccco4)c23)cc1	-13	5	7	-8	17	6	-4	1
COc1ccc(C2=NN(C(=O)c3ccccc3)C(c3cccc([N+](=O)[O-])c3)C2)cc1 (stereo unspecified)	-7	6	-2	12	12	16	11	15
Cc1ccc(Nc2nc3ccccc3nc2Nc2c(C)n(C)n(-c3ccccc3)c2=O)cc1	0	5	-4	-13	25	10	-2	26
CCc1[nH]nc2c1C(Cc1ccccc1)C(C#N)=C(N)O2 (stereo unspecified)	-11	9	-2	-4	8	-2	8	2
C#CCNC(=O)C1=C[C@H](C(C)(C)C)C[C@H](OCCCCO)O1	-4	2	-4	-2	13	5	-45	-2
COC(=O)N/N=C\c1cc(Br)ccc1OCc1ccccc1	-6	-1	-3	4	17	-16	-1	-3
CNC(=S)Nc1ccc(Cc2ccncc2)cc1	4	5	0	4	-7	-12	7	-1
COc1cc(C(=O)Nc2ccc(-c3nc4cc(C)ccc4o3)c(O)c2)cc(OC)c1OC	-6	9	4	17	-11	-9	-6	-1
O=C(CCl)Nc1cccc(-c2cnc3ccccc3n2)c1	-1	-20	3	-13	3	-2	-6	11
CCOc1ccc(C(=O)CCN2CCOCC2)cc1	-4	1	-3	5	2	6	7	-10
CCC(Sc1nc2n[nH]c(C)c2c(=N)n1-c1cccc(Cl)c1C)C(=O)N(CC)CC (stereo unspecified)	-3	-6	-3	-3	5	5	-24	-5
CCN1CCc2nc(N)oc2CC1	-2	2	-4	3	-4	-5	9	-4
CCC(C(=O)NCc1ccco1)N(C(=O)CNS(=O)(=O)c1ccc(C)cc1)c1ccccc1OC (stereo unspecified)	21	26	/	/	6	11	/	3
O=C(Nc1ccc(F)cc1F)N1CCCCCC1	0	-6	-1	1	-8	3	12	0
CCN(Cc1nc2cc(Cl)ccc2c(=O)[nH]1)C(=O)c1ccc(C)c(NC(=O)c2ccco2)c1	-1	6	-5	3	6	-4	-18	7
CCOC(=O)N1CCN(S(=O)(=O)c2c(C)nc3scc(C)n3c2=O)CC1	-5	10	-3	-6	6	-14	-1	-10
CCOC(=O)C1CCCN(S(=O)(=O)c2cc(OCC(N)=O)c(C)cc2Cl)C1 (stereo unspecified)	-16	0	4	-2	17	5	19	-5
CCN1CCN(C(=O)c2ccc3nc(-c4ccccc4)c(-c4ccccc4)nc3c2)CC1	-7	5	-1	12	14	10	21	5
C=CCOC(=O)C1=C[C@H](c2ccc(C(F)(F)F)cc2)[C@@H](CCCO)[C@H](OCC)O1	-10	-4	0	9	15	3	21	-8
CCn1nc(C)c(CNC(=O)CC2C(=O)NCCN2CC(C)C)c1C (stereo unspecified)	5	10	-3	3	6	-4	0	2

Five entries out of the list, arranged by length of the SMILES, lowest first.
SMILES	ATG4B inhibitor	Gli-Sufu antag	APJ ag	UBC13 inh	CCR6 antag	CXCR6 inh	APJ antagonist	EBI2 antag
COC(=O)N/N=C\c1cc(Br)ccc1OCc1ccccc1	-6	-1	-3	4	17	-16	-1	-3
CCc1[nH]nc2c1C(Cc1ccccc1)C(C#N)=C(N)O2 (stereo unspecified)	-11	9	-2	-4	8	-2	8	2
CCOC(=O)C1CCCN(S(=O)(=O)c2cc(OCC(N)=O)c(C)cc2Cl)C1 (stereo unspecified)	-16	0	4	-2	17	5	19	-5
CCN1CCN(C(=O)c2ccc3nc(-c4ccccc4)c(-c4ccccc4)nc3c2)CC1	-7	5	-1	12	14	10	21	5
C=CCOC(=O)C1=C[C@H](c2ccc(C(F)(F)F)cc2)[C@@H](CCCO)[C@H](OCC)O1	-10	-4	0	9	15	3	21	-8

The listing continues.
SMILES	ATG4B inhibitor	Gli-Sufu antag	APJ ag	UBC13 inh	CCR6 antag	CXCR6 inh	APJ antagonist	EBI2 antag
O=C(COc1ccc2ccccc2c1Br)N1CCCC1	1	8	0	-8	-12	3	-24	2
CC(C(=O)Nc1ccccc1-c1ccccc1)N1CCN(S(=O)(=O)c2ccccc2)CC1 (stereo unspecified)	17	9	-4	2	20	5	-7	7
O=C(CCCN1C(=O)c2cccc3cccc(c23)C1=O)Nc1ccon1	-3	1	0	-8	-6	0	7	0
Cc1cc(NC(=O)/C=C\C(=O)O)c([N+](=O)[O-])cc1C	1	1	-2	-3	5	1	25	-1
Cc1c(OC(C)C(=O)NCCCN2CCOCC2)ccc2c1oc(=O)c1ccccc12 (stereo unspecified)	2	2	-3	15	3	-2	6	-2
CCOc1ccc(-n2c(Cc3cc(=O)[nH]c(=O)[nH]3)nnc2SC(C)C)cc1	-2	0	1	4	-21	-7	-8	-2
CCN(CC)CC#CCC(O)(c1ccccc1)C1CCCC1 (stereo unspecified)	7	9	-1	7	7	-5	-1	4
Cc1c(NC(=O)c2cccc(NC(=O)c3ccco3)c2)cccc1C(=O)O	2	-1	-3	-4	11	1	-1	6
O=C1c2ccccc2C(=O)c2c1cccc2-n1nnc2ccccc21	-3	2	4	-1	-4	-8	-45	-13
CC(C)c1ccc(OCC(=O)Nc2ccc(S(=O)(=O)Nc3ccccn3)cc2)cc1	-1	-14	-1	2	6	-7	11	-1
Cc1cccc(CC(=O)NC2CCN(C)CC2)c1	3	31	-1	-10	-4	-3	-6	-7
CCCN(CCC)CCNC(=O)C1CC(=O)N(c2ccc(OC)cc2)C1c1ccc(OC)cc1 (stereo unspecified)	-15	5	2	7	7	2	6	-14
CC(C)OCCCNC(=O)c1cn(C)c2ccc(S(=O)(=O)N(C)C3CCCCC3)cc2c1=O	-16	2	-3	0	-6	0	14	-4
O=c1c2ccccc2c(=O)n(-c2ccccc2)n1-c1ccccc1	0	7	/	/	-5	4	/	-1
O=C(N/N=C/c1sc(=O)n(-c2ccccc2)c1Cl)c1ccncc1	-6	-8	-3	14	5	12	15	3
COc1ccc(/C=N/NC(=O)C(=O)N2CCCCCC2)cc1	-6	-12	0	4	7	-8	-17	1
O=C(Cn1ncc2c3ccccc3n(Cc3ccc(Cl)cc3)c2c1=O)NCCCN1CCCC1=O	3	-1	-4	7	21	5	16	-2
Cc1ccc(NC(=O)COc2nc(C)cs2)cc1	7	-4	-1	-4	-8	5	-7	0
CCCCN(C(=O)c1ccc2c(c1)OCO2)c1c(N)n(CC(C)C)c(=O)[nH]c1=O	-24	3	-2	2	1	3	10	-3
Nc1nonc1-n1nnc(C(=O)N/N=C/c2cc(Br)ccc2O)c1CSC1=NCCS1	4	42	/	/	0	-18	/	-2

Part of the list above, reduced to CCR6 antag and ATG4B inhibitor.
| Molecule | CCR6 antag | ATG4B inhibitor |
| --- | --- | --- |
| CCN(CC)CC#CCC(O)(c1ccccc1)C1CCCC1 (stereo unspecified) | 7 | 7 |
| CCCCN(C(=O)c1ccc2c(c1)OCO2)c1c(N)n(CC(C)C)c(=O)[nH]c1=O | 1 | -24 |
| CC(C)OCCCNC(=O)c1cn(C)c2ccc(S(=O)(=O)N(C)C3CCCCC3)cc2c1=O | -6 | -16 |

Later entries
SMILES	ATG4B inhibitor	Gli-Sufu antag	APJ ag	UBC13 inh	CCR6 antag	CXCR6 inh	APJ antagonist	EBI2 antag
COc1cccc(/C=N\NC(=O)c2cc(OCC(F)(F)F)ccc2OCC(F)(F)F)c1	-14	7	-2	6	8	1	9	3
COc1ccccc1N1CSC2=C(C#N)C(c3ccc(SC)cc3)CC(=O)N2C1 (stereo unspecified)	16	-9	9	-58	-2	0	-18	-10
CC(=O)Nc1ccc2nc(SCC(=O)N3CCOCC3)sc2c1	-7	-15	-3	4	8	3	25	3
COc1ccc(CNCc2cccc(Oc3ccccc3)c2)cc1	12	12	-1	1	11	2	5	-12
CC(OC(=O)CCCN=C1NS(=O)(=O)c2ccccc21)C(=O)Nc1ccccc1F (stereo unspecified)	4	-9	-8	4	5	-10	-10	4
CC(=O)c1sc(N/N=C2\CC3CC2C(C)C3(C)C)nc1C (stereo unspecified)	-3	-20	-5	-4	22	2	35	8
CC1CC(C)CN(C(=O)CCNC(=O)c2ccccc2Cl)C1 (stereo unspecified)	-11	-6	1	-9	-1	6	-14	4
Cc1cc(C)c2c(N)c(C(=O)Nc3ccccc3Br)sc2n1	-3	-21	-3	-1	3	3	19	28
CC(C)CC(=O)c1c[nH]c(C(=O)NCCCn2ccnc2)c1	-2	14	-5	-2	7	2	12	-3
O=C(CCCOc1ccccc1)NCC1CCCO1 (stereo unspecified)	-2	14	2	-1	2	-2	18	0
O=C(O)c1cc(S(=O)(=O)N2CCOCC2)c(Sc2ccccn2)cc1Sc1ccccn1	6	4	/	/	8	-10	/	-9
C/C=C/c1ccc(OCC(=O)Nc2cc(OC)c(OC)c(OC)c2)c(OC)c1	-10	2	-2	4	4	-13	3	15
CN(Cc1cccc(Cl)c1Cl)c1ccc(S(=O)(=O)N2CCCCC2)cc1[N+](=O)[O-]	3	1	-1	-2	17	8	6	8
CS(=O)(=O)Nc1nc2ccccc2[nH]1	4	-1	-2	-6	0	5	-10	-19
Cn1c(=O)[nH]c(=O)c2c1nc(N1CCCC1)n2CCCSc1nc2ccccc2o1	-13	2	-1	3	4	-3	6	-1
CCOc1ccccc1C(=O)Nc1nnc(C(C)C)s1	-14	-23	-4	-5	-1	2	-6	-5
COc1cc(OC)cc(N2CC(C)(C)C2=O)c1	-1	1	-4	2	-2	-5	-9	2
Cc1ccc(S(=O)(=O)NC(Cc2ccccc2)C(=O)NN)cc1 (stereo unspecified)	-5	-11	-4	1	-7	-1	-3	-14
Cc1ccc([N+](=O)[O-])cc1N=Cc1ccc(Br)s1	5	0	-4	-5	5	-6	-8	1
COc1ccc(-c2csc(N(CC3CCCO3)C(=O)c3ccco3)n2)cc1 (stereo unspecified)	4	-15	-1	10	-3	-5	1	29
COc1cccc(NC(=O)c2ccc3c(c2)OCCO3)c1	-1	-65	-1	2	19	10	-23	2
COc1ccc([N+](=O)[O-])cc1COc1cc(C)cc2oc(=O)cc(-c3ccccc3)c12	0	13	-2	-2	18	16	0	25
C=CC[C@@]12C=C(OC)C(=O)C(OC)=C1O[C@H](c1ccc3c(c1)OCO3)[C@H]2C	-18	1	-2	-4	8	-12	-60	2

Among those listed so far, these have a COOH group:
SMILES	ATG4B inhibitor	Gli-Sufu antag	APJ ag	UBC13 inh	CCR6 antag	CXCR6 inh	APJ antagonist	EBI2 antag
Cc1cc(NC(=O)/C=C\C(=O)O)c([N+](=O)[O-])cc1C	1	1	-2	-3	5	1	25	-1
Cc1c(NC(=O)c2cccc(NC(=O)c3ccco3)c2)cccc1C(=O)O	2	-1	-3	-4	11	1	-1	6
O=C(O)c1cc(S(=O)(=O)N2CCOCC2)c(Sc2ccccn2)cc1Sc1ccccn1	6	4	/	/	8	-10	/	-9

Some values from above.
Cc1ccc(-c2csc3ncnc(OCC(=O)NC(=O)NCc4ccco4)c23)cc1 in EBI2 antag = 1
CC(=O)Nc1ccc2nc(SCC(=O)N3CCOCC3)sc2c1 in ATG4B inhibitor = -7
O=C(COc1ccc2ccccc2c1Br)N1CCCC1 in CXCR6 inh = 3
Cc1c(OC(C)C(=O)NCCCN2CCOCC2)ccc2c1oc(=O)c1ccccc12 (stereo unspecified) in APJ ag = -3
COc1cc(OC)cc(N2CC(C)(C)C2=O)c1 in APJ antagonist = -9

Hits appear at their usual frequency. Share with any hit: about 3%.
